GalR3 antag – human GalR3 antagonism | O60755 | HEK293 GalR3-CNG cAMP membrane potential fluorescence; galR3 body fused to GalR1 C-terminus | inhibition, % at 3 µM | 0.44% of 360,000 active;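 active = inhibition above the screen-wide average plus 3 SD, cut at about 13% in these data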;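 also: forskolin and galanin both at EC90 stimulate the cells; cAMP rise reported by CNG channel membrane potential dye signal; 0% = forskolin plus galanin with DMSO and 100% = forskolin alone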
CRFR2-BP antag – antagonists of CRF-binding protein/CRF-R2 receptor complex; HEK293 CRF-R2/CRF-BP, CRF-induced calcium fluorescence; inhibition, % at 11.8 µM; 0.59% of 350,000 active; AID 588475;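 active = inhibition of the ligand-induced calcium signal above about 50% at the single tested concentration, limit read from the data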
CHRM4 PAM – positive allosteric modulators of human muscarinic M4 receptor. 0.4% of 360,000 active. AID 624126. activation, % at 3 µM. CHO-K1 hM4/Gqi5, Fluo-8 calcium fluorescence, ACh EC20; 0% = ACh EC20, 100% = maximal ACh. P08173;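 active = activation above its plate's cutoff, the mean activation of sample wells plus 3 SD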; also: some results filed as inactive read as strong as hits
CRFR2-BP ag – agonists of human CRF-binding protein/CRF-R2 receptor complex. HEK293 CRF-R2/CRF-BP, calcium dye fluorescence (FLIPR); percent of saturating CRF peptide response. activation, % at 13.2 µM. 0.46% of 350,000 active. AID 588473;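 active = activation of at least 50%, plus an integration ratio under a set limit after plate pattern correction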;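 also: plate controls were neutral control wells without compound for no effect and CRF at EC100 for full effect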
MEKK3 PB1 HTS – raises or lowers MEK5 binding to the human MEKK3 PB1 domain; Q99759; 1.4% of 290,000 active; bead-based flow cytometry, Alexa488-MEK5 binding to MEKK3; actives lie on both sides; 0 = blocked by unlabeled MEK5, 100 = vehicle; binding response (% of control), % at 10 µM;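 active = binding response more than 3 SD above or below the average of its plate-row segment, actives on both sides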;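 also: Alexa488 bead fluorescence after subtracting the streptavidin-only scavenger bead signal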
PHOSPHO1 inh – blocks human PHOSPHO1 phosphatase activity | Q8TCT1 | recombinant PHOSPHO1, absorbance phosphatase assay | inhibition, % at 13.3 µM | 1.1% of 290,000 active | AID 1565; in the data active = inhibition above about 60%
p-CIP stab down – lowers stability of the mouse p/CIP coactivator protein | F442A p/CIP-EGFP cells, EGFP fluorescence, 16 h | decrease of EGFP signal, % at 10 µM | 0.01% of 290,000 active | Q05BA5 | AID 1984;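 active = EGFP signal decrease of at least 30% at 10 µM or well 3 SD below plate mean, unless failing retest; inactive = the rest, including hits failing retest or dose response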; also: some compounds called inactive have numbers as strong as hits; many of its hits are not listed in these tables
IDE inh – inhibits human insulin-degrading enzyme in HEK cells; P14735; FAbetaB cleavage, fluorescence polarization; 0.41% of 320,000 active; inhibition, % at 5.59 µM;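 active = percent inhibition above the average of all tested compounds plus 3 SD, set per screening campaign, cut at about 16% in these data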;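 also: IDE supplied by intact live HEK cells; FP after avidin binding of uncleaved biotin substrate so inhibition keeps polarization high; 0% = DMSO wells and 100% = 60 µM reference IDE inhibitor Ii1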
IDE cell activ – boosts human insulin-degrading enzyme activity in HEK cells; activation, % at 5.96 µM; AID 493087; 0.073% of 340,000 active; FAbeta-B cleavage, fluorescence polarization; 0% vehicle, 100% cell-free pure enzyme wells; P14735;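 active = activation above the mean of all tested compounds plus 3 SD, set per screening campaign, cut at about 17% in these data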
Starred values were filed as active, the others as inactive; nt = no result given.

SMILES	GalR3 antag	CRFR2-BP antag	CHRM4 PAM	CRFR2-BP ag	MEKK3 PB1 HTS	PHOSPHO1 inh	p-CIP stab down	IDE inh	IDE cell activ
O=C(/C=C/c1ccc(Cl)cc1)Nc1ccc(CN2CCOCC2)cc1	0	-4	4	0.0	106	4	-5	2	-11
COc1cc2cc(C(=O)N3CCc4ccccc4C3)[nH]c2cc1OC	-9	-1	6	-4.0	103	22	-10	1	-2
O=[N+]([O-])c1ccc(COc2ccc(CN3CCCCC3)cc2)cc1	-3	-13	-12	-0.2	nt	nt	nt	nt	0
CCN=C(N/N=C/c1ccc([N+](=O)[O-])cc1)SC	-1	-4	-2	2.5	98	20	4	3	5
COc1cc2cc(CCCOC(=O)c3ccc4c(c3)OCO4)oc(=O)c2cc1OC	-4	6	5	-0.2	nt	nt	nt	1	2
CCCS(=O)(=O)n1nc(-c2ccccc2)cc1N	0	2	0	0.7	102	13	-6	2	5
COc1ccc(S(=O)(=O)NC2CC3CCC2C3)cc1 (configuration not stated)	-8	6	-2	-1.1	110	8	-3	-1	7
CC(OC(=O)C1=NN(c2ccccc2)C(=O)CC1)C(=O)NC1CCCCC1C (configuration not stated)	-3	-3	1	-0.3	nt	nt	nt	5	5
COC(=O)CCCC1=CC2=C(c3ccccc3)C(=O)C(C)(OC(=O)C3CCCC3)C(=O)C2=CN1C1CCCCC1 (configuration not stated)	-4	9	3	-0.3	96	35	-9	-5	4
COc1cccc(OC)c1C(=O)N1CC(C)OC(C)C1 (configuration not stated)	-2	-13	1	3.6	108	-16	-18	0	8

The closing 3 entries of the part above lead into the next:
SMILES	GalR3 antag	CRFR2-BP antag	CHRM4 PAM	CRFR2-BP ag	MEKK3 PB1 HTS	PHOSPHO1 inh	p-CIP stab down	IDE inh	IDE cell activ
CC(OC(=O)C1=NN(c2ccccc2)C(=O)CC1)C(=O)NC1CCCCC1C (configuration not stated)	-3	-3	1	-0.3	nt	nt	nt	5	5
COC(=O)CCCC1=CC2=C(c3ccccc3)C(=O)C(C)(OC(=O)C3CCCC3)C(=O)C2=CN1C1CCCCC1 (configuration not stated)	-4	9	3	-0.3	96	35	-9	-5	4
COc1cccc(OC)c1C(=O)N1CC(C)OC(C)C1 (configuration not stated)	-2	-13	1	3.6	108	-16	-18	0	8
CCOC(=O)C1C(=O)CC(C)(O)C(C(=O)OCC)C1/C=C/c1ccccc1 (configuration not stated)	4	-1	1	-0.4	86	-7	-13	nt	5
O=C(COc1ccc(CO)cc1)Nc1ccc(F)cc1	-5	14	-3	0.6	96	16	-10	-1	1
CCC(C)c1c(O)nc(SCC(=O)N2CCCCC2)[nH]c1=O (configuration not stated)	-8	14	-5	-0.5	103	25	-1	2	3
CCCCOc1ccc(C(=O)N2CCNC(=O)C2)cc1	-9	-9	-5	1.8	102	17	4	5	6
Cc1ccc(N2CCN(C(=O)c3ccccc3NC(=O)C3CC=CCC3C(=O)O)CC2)cc1 (configuration not stated)	2	14	9	-1.5	100	11	-3	-2	5
Cc1ccccc1CSc1nc2n(n1)C(c1cccs1)C1=C(CCCC1=O)N2 (configuration not stated)	0	-13	-8	0.7	102	11	-3	7	1
COC(=O)/C(=N/Nc1ccccc1C)Sc1nnc(C(O)c2ccccc2)n1-c1ccccc1 (configuration not stated)	-4	-35	10	1.6	105	8	-33	2	1
C/C(=N\NC(=O)c1ccoc1C)c1ccccc1O	-8	5	-1	-0.8	103	28	-7	-3	8
Nc1nc2n(n1)C(c1ccco1)CC(c1ccccc1)N2 (configuration not stated)	-4	-11	-4	-1.6	103	-29	-7	0	-1
O=C(Nc1ccc(Cl)c([N+](=O)[O-])c1)c1cnccn1	-4	12	6	-0.3	100	1	4	4	2
CN=C1S/C(=C\c2ccc(SC)cc2)C(=O)N1C	-11	-3	-1	-0.2	96	10	-4	1	-5
C[C@H](O)[C@@H]1C(=O)N2CCc3ccc(N4CCN(C)CC4)cc3[C@@H]2C[C@@H]1N(C)C(=O)c1cccnc1	-7	-15	-5	1.5	nt	nt	nt	nt	nt
CC1=NC(=O)C(N=Nc2cccc(O)c2)N1c1ccccc1 (configuration not stated)	-6	-3	7	0.1	106	95*	-2	1	2
CCNCCC(=O)N1c2ccccc2Sc2ccc(C(F)(F)F)cc21	-14	-18	-17	13	105	8	1	4	6
Cc1[nH][nH]c(=O)c1C(c1ccc([N+](=O)[O-])cc1)c1c(C)[nH][nH]c1=O	-2	35	-5	1.7	85	27	0	-3	3
O=C(O)CCCn1cc(NC(=O)c2ccc(Br)o2)cn1	10	14	2	-3.1	105	30	-21	7	2
CNC(=O)N(O)C1N(NC(=O)Nc2ccccc2)C(=S)SC1(C)C (configuration not stated)	-1	3	-2	-0.3	nt	nt	nt	1	7
CC(=O)N1CCC(N(CCCOC(C)C)S(=O)(=O)c2ccc([N+](=O)[O-])cc2)CC1	-12	6	0	2.4	108	42	-18	5	4
CCc1nnc(NC(=O)CSc2nc3cc(OC)c(OC)cc3cc2C)s1	-5	-53	9	-3.8	94	24	-2	1	6
COc1ccc(N(CC(O)Cn2cnc3ccccc32)S(=O)(=O)c2ccc(C)cc2)cc1 (configuration not stated)	-5	13	-9	-11	105	-2	-11	-6	-4
COc1ccc(-n2c(Cn3c(=O)sc4ccccc43)nnc2SCC(N)=O)cc1	-3	-3	2	-0.4	104	17	-1	1	7
COc1ccccc1NC(=O)CSc1nnc(Cc2cccs2)n1C	-2	10	10	1.2	nt	nt	nt	7	-1
Cc1ccc(S(=O)(=O)Nc2ccc(-c3ccc4nncn4n3)cc2)cc1	-2	-3	-3	2.0	nt	nt	nt	0	2
O=C(CSc1nc2[nH]ncc2c(=O)[nH]1)NCc1ccc(F)cc1	6	-9	7	-1.1	96	-13	6	5	2
Cc1ccc(S(=O)(=O)N(C)CCCC(=O)Nc2ccccn2)cc1	9	-3	-3	-3.0	nt	nt	nt	4	3
COc1ccc(C2=NCC(CSc3nnc(-c4ccc5c(c4)OCO5)o3)S2)cc1 (configuration not stated)	-1	9	-1	-0.4	102	17	-2	0	3
COc1ccc(-c2nnc(SCC(=O)NC(=O)NCc3ccccc3)o2)cc1	-5	4	2	-2.4	101	7	-5	6	3
Cc1nccn1CC(=O)N/N=C/c1c[nH]c2ccccc12	-5	5	-1	1.6	99	27	-10	-2	0
Cc1ccc(C)c(-n2c(N)c(C(N)=O)sc2=S)c1	0	28	-1	-4.8	98	nt	nt	-11	4
CS(=O)(=O)c1cc(C(=O)O)cc(NCc2ccccc2)c1Oc1ccccc1	0	-6	0	2.2	nt	nt	nt	nt	nt
O=C(ON=C1CCN(c2ccc([N+](=O)[O-])cc2)CC1)c1ccccc1	-5	64*	-1	-2.4	nt	6	2	0	0
CC(C)NC(=O)c1ccc(NC(=O)CC2SC(N3CCCC3)=NC2=O)cc1 (configuration not stated)	-3	2	14	1.2	nt	nt	nt	1	3
Cc1ccc(NC(=O)c2ccccc2OCc2c(C)noc2C)cc1S(=O)(=O)N(C)C	-4	17	-2	0.6	nt	nt	nt	2	3
CN1CCN(C(=O)C2CCC(C)(C(=O)O)C2(C)C)CC1 (configuration not stated)	-6	-10	8	6.5	98	34	-1	2	2
CN1CCc2nc3ccc(Cl)cc3c(-c3ccccc3Cl)c2C1	-4	-18	-17	-1.5	104	-18	-10	0	1
CCCC(=O)Nc1ccc(C(=O)COC(=O)c2c(C)noc2C)cc1	-4	-19	6	-0.4	nt	nt	nt	nt	7
N#Cc1ccc(-c2nc3cc(Cl)ccc3c(=O)n2O)cc1	-3	1	10	-6.9	103	11	0	-1	4
Cc1noc(NS(=O)(=O)c2ccc(NC(=O)c3ccc(F)cc3)cc2)c1C	-3	-7	-2	3.7	nt	nt	nt	3	-1
COc1ccc([C@H]2CC(=O)C=C(c3ccc(OC)nc3)C2)cc1	-4	0	0	0.5	nt	nt	nt	4	1
COc1ccc(OC)c(C2=NS(=O)(=O)N(C)C(C(=O)Nc3ccc(C(C)=O)cc3)=C2)c1	-8	9	-8	0.8	99	22	-6	0	0
CC(C)CN1C(=O)NC(NC(=O)c2cccs2)(C(F)(F)F)C1=O (configuration not stated)	-5	15	5	-2.4	100	6	-18	2	-7
COC(=O)c1c(NC(=O)CSc2nnnn2-c2ccc3c(c2)OCO3)sc(C)c1C	1	-6	-6	5.6	88	25	0	-3	-4
O=S(=O)(Nc1ccc2c(c1)OCCO2)c1ccc(F)cc1	-9	-5	-9	0.6	99	-3	-6	-2	5
Nc1ccc(S(=O)(=O)c2cc(O)c3ccccc3c2O)cc1	-5	30	5	-2.8	nt	nt	nt	nt	1
CN(C)c1nc(NCc2ccccc2)nc(SCC(=O)Nc2ccccc2)n1	-4	-3	9	-0.3	103	24	-10	-1	-2
CCOC(=O)Cc1csc(NC(=O)C2CCCN(S(=O)(=O)c3cnc[nH]3)C2)n1 (configuration not stated)	2	-10	10	0.2	97	-5	-6	1	-1
C[C@@H]1CN([C@@H](C)CO)C(=O)c2cc(NC(=O)CCN3CCOCC3)ccc2O[C@@H]1CN(C)C(=O)Nc1ccccc1	0	9	-3	0.7	nt	nt	nt	1	4
CCc1cccc(CC)c1NC(=O)COn1nnc2ccc(C(F)(F)F)cc21	-2	-21	3	-5.8	119	-3	-8	-1	5
COc1ccc2[nH]cc(CCNC(=O)Cc3ccc(F)cc3)c2c1	-10	0	3	-1.0	101	nt	-2	1	3
Cc1ccc(-c2nc(CS(=O)CC(=O)NCc3ccc(Cl)cc3)c(C)o2)cc1 (configuration not stated)	nt	-7	9	-1.2	103	10	-11	2	1
(list continues)
SMILES	GalR3 antag	CRFR2-BP antag	CHRM4 PAM	CRFR2-BP ag	MEKK3 PB1 HTS	PHOSPHO1 inh	p-CIP stab down	IDE inh	IDE cell activ
CC(=O)c1ccc(COC(=O)c2cc3ccccc3oc2=O)cc1	-3	6	-7	-0.7	105	50	-7	3	4
CCc1cc(=O)oc2cc(C)cc(OC(C)C(=O)NCCCN3CCCC3=O)c12 (configuration not stated)	-2	-6	-1	0.2	100	44	-8	0	5
CNC(=S)NNC(=O)c1sccc1OCc1ccc(Cl)cc1Cl	-3	0	9	-0.7	95	12	-1	2	0
COc1cccc(OCC(O)CN2CCC(C)CC2)c1 (configuration not stated)	-2	-8	16	1.5	92	8	-9	3	1
CSCCC(NC(=O)c1ccccc1)C(=O)N1CCN(Cc2ccc(Cl)cc2)CC1 (configuration not stated)	1	-5	-16	-0.3	nt	nt	nt	nt	-1
COc1cccc(/C=N/c2nc3ccccc3n2C)c1O	-5	11	3	-1.9	106	35	-2	-10	7
O=C(Cc1coc2ccc3ccccc3c12)N1CCCC1	-2	22	8	-4.0	99	-7	-6	8	3
CC(=O)c1sc(=S)n(-c2ccc(Cl)cc2)c1C	-6	19	2	-0.8	99	52	-8	1	-1
CCCCCCc1ccc(N2C[C@H](CCCCC)[C@@H](CC(=O)NCc3ccccc3)C2=O)cc1	-6	-1	4	0.8	103	-2	0	0	4
Cc1nn(Cc2c(F)c(F)c(F)c(F)c2F)c(C)c1NC(=O)c1c([N+](=O)[O-])c(C)nn1C	-6	4	14	7.2	98	19	-10	2	8
CN1C(=O)CC(N2CCN(CC(N)=O)CC2)C1=O (configuration not stated)	-5	-3	5	-0.3	104	4	-8	-5	5
CCCCC1(C)Nc2ccccc2-c2nc3ccccc3n21 (configuration not stated)	-5	10	1	-1.3	102	13	0	-1	3
CC(C)CNS(=O)(=O)c1ccc(CCC(=O)N2CCN(Cc3ccc4c(c3)OCO4)CC2)cc1	-1	-3	-11	0.7	106	-8	-32	6	2
O=[n+]1c2c(n([O-])c3cc(F)ccc31)CCCC2	-5	-1	0	1.7	nt	15	-24	-2	1
